Neddylation inh: inhibitors of human cullin neddylation. TR-FRET cullin neddylation, biochemical. 360,000 compounds, 0.58% hits. calls only at 25 µM; in the data active = inhibition above about 36%
Rin1-Abl PPI inh: human Rin1-Abl interaction inhibition. P00519+Q13671. TR-FRET Rin1/Abl binding, biochemical. inhibition, % at 7.35 µM. 360,000 compounds, 0.4% hits; in the data active = inhibition above about 5%, passing the limit was not always enough
NadD block: blocks S. aureus nicotinate mononucleotide adenylyltransferase | inhibition, % at 20 µM | purified NadD enzyme, colorimetric absorbance read-out | 360,000 compounds, 0.78% hits; in the data active = inhibition above about 26%; note: some compounds past the cut are filed as inactive
CSN deneddyl inh: blocks human CSN-mediated cullin deneddylation; Purified CSN, SCF-Nedd8-OG deneddylation, fluorescence polarization; inhibition, % at 12.5 µM; 360,000 compounds, 0.38% hits; AID 651999;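 active = pattern-corrected inhibition above about 35%, with an unprinted fluorescence ratio check between 0.5 and 1.5, limit read from the data, passing the limit was not always enough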;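 note: 0% = enzyme with substrate and 100% = substrate without enzyme; some results filed as inactive read as strong as hits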
Target sequence (Q92905 whole entry, looked up, one chain of several): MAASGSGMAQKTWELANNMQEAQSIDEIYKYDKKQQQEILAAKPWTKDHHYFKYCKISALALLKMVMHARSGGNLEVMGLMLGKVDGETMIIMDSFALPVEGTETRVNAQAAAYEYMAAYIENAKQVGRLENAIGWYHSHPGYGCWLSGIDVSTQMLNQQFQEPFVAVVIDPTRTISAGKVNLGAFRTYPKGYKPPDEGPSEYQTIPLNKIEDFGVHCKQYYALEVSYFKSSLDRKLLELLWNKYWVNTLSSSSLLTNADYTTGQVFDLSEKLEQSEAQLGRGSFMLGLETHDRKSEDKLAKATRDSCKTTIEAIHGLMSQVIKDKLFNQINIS
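Test system: Human Csn5 produced in HEK293T cells | Compound: 12.5 µM single point | Times: 90 min, room temperature | Signal: Fluorescence polarization readout | Read-out basis: % inhibition of substrate cleavage by Csn5 | Controls: no-enzyme wells high, enzyme-with-substrate wells low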
LMPTP inh: LMPTP (human) inhibition. inhibition, % at 20 µM. recombinant LMPTP-A, OMFP fluorogenic substrate, fluorescence intensity. 360,000 compounds, 0.22% hits. P24666;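 active = compounds that cut the enzyme signal by at least half of the control window in the single-dose screen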;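 note: plate controls were DMSO wells with enzyme plus substrate for no effect and substrate without enzyme for full effect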
Target sequence (P24666 whole entry, looked up): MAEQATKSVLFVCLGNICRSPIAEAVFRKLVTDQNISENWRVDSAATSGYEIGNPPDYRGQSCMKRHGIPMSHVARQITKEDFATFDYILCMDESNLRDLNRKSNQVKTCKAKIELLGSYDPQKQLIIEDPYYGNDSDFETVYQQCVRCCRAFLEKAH
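Test system – LMPTP-A enzyme · Amount – LMPTP-A at 0.625 nM final in the reaction · Buffer or medium – Bis-Tris pH 6.0, DTT, detergent · Reagent – OMFP 400 µM · Doses – single 20 µM dose · Schedule – reaction 50 min, room temperature, dark · Detection – fluorescence intensity of OMFP turnover product · Evaluation – percent inhibition versus substrate-only and uninhibited controls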
SUMO1-SIM PPI: alters human SUMO1 binding to SIM partners; SUMO1 binding to a labelled peptide, TR-FRET, 1 h; inhibition, % at 20 µM; 360,000 compounds, 0.33% hits; in the data active = inhibition above about 37%
STEP inh: blocks human striatal-enriched tyrosine phosphatase | recombinant STEP, OMFP fluorogenic substrate, fluorescence | 360,000 compounds, 0.25% hits | inhibition, % at 20 µM | AID 588621 | P54829;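 active = inhibition at 20 µM, scaled per plate between control wells, above about 37%, limit read from the data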;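 note: 0% = DMSO with enzyme and substrate and 100% = substrate only without enzyme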
Target sequence (P54829 whole entry, looked up): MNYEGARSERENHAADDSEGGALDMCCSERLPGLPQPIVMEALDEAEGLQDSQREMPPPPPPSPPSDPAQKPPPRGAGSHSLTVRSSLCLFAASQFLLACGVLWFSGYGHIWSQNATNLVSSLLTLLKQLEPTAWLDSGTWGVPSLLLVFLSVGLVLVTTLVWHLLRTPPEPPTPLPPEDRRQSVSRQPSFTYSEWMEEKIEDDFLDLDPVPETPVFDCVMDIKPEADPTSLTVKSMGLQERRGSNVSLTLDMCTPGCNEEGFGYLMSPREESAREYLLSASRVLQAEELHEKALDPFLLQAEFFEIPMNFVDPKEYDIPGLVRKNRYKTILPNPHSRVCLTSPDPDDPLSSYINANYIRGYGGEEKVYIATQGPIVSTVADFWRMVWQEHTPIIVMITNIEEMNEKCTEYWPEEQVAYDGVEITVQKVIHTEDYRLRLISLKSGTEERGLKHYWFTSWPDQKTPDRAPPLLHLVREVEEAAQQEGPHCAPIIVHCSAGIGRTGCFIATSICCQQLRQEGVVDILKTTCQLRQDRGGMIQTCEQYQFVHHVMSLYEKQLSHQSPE
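material = STEP tyrosine phosphatase | reagent = fluorogenic phosphatase substrate OMFP at 25 µM final | doses = single compound dose of 20 µM, 1% DMSO final | schedule = 20 min reaction, room temperature, in the dark | measured by = fluorescence, 480/540 nm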
DNMT1 inh: blocks human DNA methyltransferase DNMT1. P26358. inhibition (reported as % activation of signal), % at 10 µM. DNMT1 molecular beacon, Hinp1I cleavage, fluorescence. 360,000 compounds, 0.83% hits; in the data active = inhibition above about 50%
Rpn11 block: blocks the human proteasome subunit Rpn11; O00487; calls only at 20 µM; human 26S proteasome, Ub4-pepOG fluorescence polarization; 20S core pre-blocked with epoxomicin; 360,000 compounds, 0.59% hits;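 active = inhibition at 20 µM, scaled to each plate's controls, above about 33%, limit read from the data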
Scp-1 inhibitor: inhibitors of human Scp-1 phosphatase. Q9GZU7. Recombinant Scp1, phosphopeptide, malachite green phosphate absorbance. AID 493091. inhibition, % at 20 µM. 340,000 compounds, 0.88% hits;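 active = inhibition above about 50% at 20 µM, limit read from the data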;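 note: plate controls were DMSO wells with enzyme for no effect and wells lacking enzyme for full effect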
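System: truncated SCP-1 phosphatase (76-261aa); medium: Tris acetate buffer pH 5.5 with MgCl2 and Tween-20; incubation: 45 min room-temperature reaction, 5 min colour, 30 min stabiliser; compound: single 20 µM dose, 1% DMSO; reagent: Phosphorylated 17-residue peptide substrate; read-out: % inhibition at 20 µM; technique: colorimetric free-phosphate detection, absorbance 630 nm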
Numbers without * were called inactive; i = inactive; nt = not tested or not shown.

entry	SMILES	Neddylation inh	Rin1-Abl PPI inh	NadD block	CSN deneddyl inh	LMPTP inh	SUMO1-SIM PPI	STEP inh	DNMT1 inh	Rpn11 block	Scp-1 inhibitor
1	CCOC(=O)CNc1nc(Cl)nc(Nc2ccccc2)n1	i	3.2	-7.2	-6.0	0.9	-0.2	-1.0	3.1	i	-12.4
2	CCCN=C1N(C)C[C@@H]2[C@@H]3C(=O)N(C)C(=O)[C@@H]3[C@](C)(C(=O)OC)N12	i	-4.8	-2.2	-0.2	-1.5	4.7	0.2	7.3	i	6.5
3	Cc1cc(NC(=O)c2ccc(C#N)cc2)on1	i	0.3	-7.3	0.3	-1.1	0.8	-0.3	0.1	i	0.3
4	COC(=O)[C@H]1C[C@@]2(O)CN(S(=O)(=O)c3ccc(C)cc3)C[C@@]2(OC(=O)NCc2ccccc2F)C[C@H]1C(=O)OC	i	2.5	-2.4	-2.9	0.9	-2.4	-1.1	-4.1	i	nt
5	COCCNC(=S)Nc1ccc2nc(N3CCN(C)CC3)cc(C)c2c1	i	1.3	0.0	-1.8	-1.3	-11.5	2.0	-0.9	i	16.5
6	CCOCCn1c(=NC(=O)c2cc3ccccc3oc2=O)sc2cc(S(N)(=O)=O)ccc21	i	-0.1	17.8	0.9	0.2	-5.5	3.3	2.2	i	21.3
7	Cn1nc([N+](=O)[O-])nc1N1CCOCC1	i	-0.8	-4.1	4.3	-1.1	-13.5	-2.2	0.8	i	-0.8
8	COc1cccc(NC(=O)c2ccc[n+](C)c2)c1	i	-1.1	7.5	0.6	-0.4	8.3	-1.4	1.9	i	8.3
9	COC(=O)c1cc(NC(=O)CN(c2ccccc2OC)S(=O)(=O)c2ccccc2)ccc1Cl	i	0.1	-6.6	-3.3	2.6	1.6	3.3	-7.7	i	-26.0
10	CCn1c(CNC(=O)c2ccc3c(c2)OCO3)nnc1SCC(=O)Nc1cc(C)ccc1OC	i	0.0	-0.5	-4.0	-0.7	-4.5	-0.2	0.2	i	37.2
11	C=CCNC(=S)NNC(=O)c1ccc(OCCCC)cc1	i	-1.3	-4.7	1.2	-0.2	2.6	-5.3	2.4	i	0.5
12	Cc1ccc(-n2ncc3c(SCc4cccnc4)ncnc32)c(C)c1	i	-2.9	-2.6	5.7	1.3	-0.1	-0.6	-3.3	i	8.6
13	S=C(Nc1ccc(Cl)cc1)c1sc(N2CCCCC2)nc1N1CCOCC1	i	-0.2	5.7	-2.0	0.7	-3.9	12.4	-5.4	i	-2.1
14	O=C(O)Cn1cnc2sc3c(c2c1=O)CCCC3	i	2.0	1.5	-1.6	-1.3	1.0	0.3	-1.8	i	3.1
15	CC1(c2ccc3ccccc3c2)NC(=O)N(CC(=O)NCc2cccs2)C1=O (stereo not drawn)	i	-1.3	-3.1	-1.2	-1.6	0.2	-0.1	-2.9	i	-8.1
16	O=C(NCC1CCCO1)C(=O)c1c[nH]c2ccccc12 (stereo not drawn)	i	0.1	2.0	7.8	-0.7	0.1	-1.3	10.3	i	5.8
17	COc1ccc(N2CCN(C(=O)CSc3nnnn3C3CC3)CC2)cc1	i	1.2	-1.8	-4.3	-2.6	2.1	1.8	3.3	i	-5.7
18	CCOC(=O)c1ccccc1NC(=O)COC(=O)c1c(CC)noc1C	i	4.2	-5.2	-5.6	0.2	3.6	3.1	2.1	i	-2.7
19	CSC(=S)N/N=C/c1ccc(N(C)C)cc1	i	1.6	-3.0	-4.4	-0.9	-0.8	-1.7	-1.7	i	-8.0
20	CC1CCN(CC(C)OC(=O)c2ccco2)CC1 (stereo not drawn)	i	2.1	6.3	-3.1	-1.7	2.0	-1.6	1.4	i	-3.6

A second format for 7 compounds above:
[14] O=C(O)Cn1cnc2sc3c(c2c1=O)CCCC3
[15] CC1(c2ccc3ccccc3c2)NC(=O)N(CC(=O)NCc2cccs2)C1=O (stereo not drawn)
[16] O=C(NCC1CCCO1)C(=O)c1c[nH]c2ccccc12 (stereo not drawn)
[17] COc1ccc(N2CCN(C(=O)CSc3nnnn3C3CC3)CC2)cc1
[18] CCOC(=O)c1ccccc1NC(=O)COC(=O)c1c(CC)noc1C
[19] CSC(=S)N/N=C/c1ccc(N(C)C)cc1
[20] CC1CCN(CC(C)OC(=O)c2ccco2)CC1 (stereo not drawn)
compound no. | 14 | 15 | 16 | 17 | 18 | 19 | 20
Neddylation inh | i | i | i | i | i | i | i
Rin1-Abl PPI inh | 2.0 | -1.3 | 0.1 | 1.2 | 4.2 | 1.6 | 2.1
NadD block | 1.5 | -3.1 | 2.0 | -1.8 | -5.2 | -3.0 | 6.3
CSN deneddyl inh | -1.6 | -1.2 | 7.8 | -4.3 | -5.6 | -4.4 | -3.1
LMPTP inh | -1.3 | -1.6 | -0.7 | -2.6 | 0.2 | -0.9 | -1.7
SUMO1-SIM PPI | 1.0 | 0.2 | 0.1 | 2.1 | 3.6 | -0.8 | 2.0
STEP inh | 0.3 | -0.1 | -1.3 | 1.8 | 3.1 | -1.7 | -1.6
DNMT1 inh | -1.8 | -2.9 | 10.3 | 3.3 | 2.1 | -1.7 | 1.4
Rpn11 block | i | i | i | i | i | i | i
Scp-1 inhibitor | 3.1 | -8.1 | 5.8 | -5.7 | -2.7 | -8.0 | -3.6

The listing continues:
entry	SMILES	Neddylation inh	Rin1-Abl PPI inh	NadD block	CSN deneddyl inh	LMPTP inh	SUMO1-SIM PPI	STEP inh	DNMT1 inh	Rpn11 block	Scp-1 inhibitor
21	Cc1ccc2sc(N3CCN(CCNC(=O)c4ccco4)CC3)nc2c1C	i	-1.7	-6.2	-0.3	-0.5	-0.9	-0.7	-0.8	i	-2.0
22	CCOc1ccccc1N1CCN(C(=O)c2ccc3[nH]c4c(c3c2)CCCC4)CC1	i	1.8	5.7	-9.6	1.6	-0.9	0.6	-3.6	i	10.6
23	Cc1ccc(CN2CCN(Cc3ccc4ncccc4c3)CC2CCO)cc1 (stereo not drawn)	i	-0.2	-2.8	0.2	3.7	-2.2	0.4	1.8	i	-3.2
24	CNc1nc(C)c(C#N)c(-c2ccccc2)c1C(C)=O	i	-0.9	0.2	-0.7	0.9	0.2	-0.1	3.1	i	7.0
25	Cc1c(NC(=O)CSc2ccc(Cl)cc2)cccc1-c1nc2ncccc2o1	i	-2.3	-1.9	2.0	2.1	-1.4	0.0	-2.2	i	-5.6
26	O=C(Nc1ccccc1)OC1CCCCc2cccnc21 (stereo not drawn)	i	-1.7	-5.3	-5.1	-0.3	2.6	1.5	1.2	i	-4.3
27	COC(=O)[C@]12CCCCC=C1N(Cc1ccc(Cl)cc1Cl)C(=O)[C@H](CC(=O)N1CCSCC1)C2	i	nt	1.9	-3.0	1.6	6.6	nt	nt	nt	nt
28	CN(C)c1nc(C(=O)OCCO)nc(N(C)C)n1	i	3.5	-1.0	0.6	-1.1	-0.4	-7.6	4.4	i	-7.3
29	Cc1cc(C(F)F)nn1CC(=O)NC1C(=O)N2C(C(=O)O)=C(CSc3nnnn3C)CSC12 (stereo not drawn)	i	0.3	-3.7	2.9	-0.9	1.6	0.8	12.7	i	34.7
30	COc1ccc(/C=C/C(=O)Nc2cc(S(=O)(=O)N3CCCCC3)ccc2N2CCCCC2)cc1OC	nt	-2.9	21.7	4.5	2.5	0.4	1.6	-8.2	i	2.4
31	COc1ccc(-n2c(C)cc(C(=O)CN3C(=O)NC4(CCc5ccccc54)C3=O)c2C)cc1 (stereo not drawn)	i	0.6	2.9	1.2	1.2	-0.5	1.6	-17.4	i	-4.9
32	O=[N+]([O-])c1cc(C(F)(F)F)ccc1NCCc1c[nH]c2ccccc12	i	-1.2	-7.0	-4.3	4.6	-10.0	0.4	-18.0	i	-10.5
33	CC(=O)c1sc(NC(=O)c2ccc(Cl)cc2)nc1C	i	0.6	-6.2	0.4	-0.3	-11.2	0.0	8.7	i	-5.4
34	CCOC(=O)c1sc2nc(N3CCOCC3)c3c(c2c1N)CC(C(C)C)OC3 (stereo not drawn)	i	0.9	-7.2	0.0	-2.4	21.6	-0.7	17.7	i	-4.0
35	CC(C)N(CC#CC(O)(c1ccccc1)c1ccccc1)C(C)C	i	-1.4	1.2	3.8	-3.6	1.0	-0.5	2.0	i	-10.5
36	COCCCn1c(SCc2cccc(C(F)(F)F)c2)nc2cc(OC)c(OC)cc2c1=N	i	1.2	-6.2	0.7	5.2	6.4	-1.6	-16.8	i	9.0
37	CN(C)S(=O)(=O)c1ccc(NC(=O)CN2CCC(Cc3ccccc3)CC2)cc1	i	2.4	-16.7	-4.9	-0.3	-1.7	-1.6	1.4	i	-8.3
38	CCOC(=O)c1c(C)[nH]c(C)c1S(=O)(=O)N(C)CC(=O)NCc1cccc(Br)c1	i	1.6	-0.5	0.7	-0.8	-1.1	-0.8	1.0	i	-3.4
39	COC(=O)N/N=C(\C)c1ccco1	i	-1.5	-2.7	-5.3	-0.2	0.5	-1.1	-0.8	i	-3.2
40	COc1cccc(C2=CC(=O)C[C@H](c3ccc(OC)c(OC)c3)C2)c1	i	-3.4	-5.4	5.7	-0.3	-27.7	3.1	-1.5	i	-7.7
41	CC(C)(C)OC(=O)C[C@@H]1C/C=C\C[C@@H](CC(=O)N(CCO)Cc2ccccc2)C(=O)N2CCC[C@H]2COC1=O	i	-0.7	-1.2	2.8	6.6	4.2	0.8	1.2	i	-8.0
42	O=C(c1ccc(N2CCOCC2)c([N+](=O)[O-])c1)N1CCN(c2ccccc2F)CC1	i	1.0	0.0	2.7	2.4	-23.7	1.4	-0.5	i	1.8
43	CC[C@]12c3[nH]c4cc(CCC(=O)N(C)C)ccc4c3CCN1C(=O)[C@@H](CC(=O)NCC13CC4CC(CC(C4)C1)C3)C[C@@H]2C(=O)N1CCN(C(=O)c2ccco2)CC1	i	0.2	3.9	2.8	-1.2	0.9	-1.4	-1.6	i	6.5
44	CCc1ccc(NC(=O)C(=O)NCc2ccccn2)cc1	i	-5.3	-2.1	-1.6	-0.8	3.6	-1.5	1.3	i	7.5
45	NC(=O)C(Cc1ccccc1)N1C(=O)c2ccccc2C1=O (stereo not drawn)	i	-2.5	-2.6	-1.9	-1.3	-2.1	0.1	-0.7	i	-5.2
46	COc1ccccc1C(=O)N1CC2(C)CC1CC(C)(C)C2 (stereo not drawn)	i	1.1	0.2	7.6	-1.2	-1.8	2.2	0.6	i	-11.2
47	COc1ccc(Cn2c(CCC(=O)O)nc3cccnc32)cc1	i	-1.1	-2.7	-3.0	-0.2	2.0	-3.1	0.5	i	-2.2
48	Fc1ccc(-c2cc(-c3nnc4n3CCCCC4)c3ccccc3n2)cc1	i	-0.7	-2.1	3.5	-0.5	-2.3	-2.3	7.6	i	3.8

Hits appear at their usual frequency; any-hit rate near 3.8%.
